POLB inh – inhibitors of human DNA polymerase beta | P06746 | Pol beta primer extension/strand displacement, fluorescence kinetic | Potency, µM (titrated, usually from 114 µM), for the others: at the highest dose activity change, negative = inhibition, most hits filed as inhibitors | 340,000 tested, 1.3% active | AID 485314; also: potency is read from the fitted curve at half-maximal effect; % is scaled to controls: 0 for no effect and ±100 for the full control effect
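Curves were derived by four-parameter Hill fits of normalized qHTS data. The kinetic fluorescent primer-extension read was taken at 0 and 10 min after 50 nM substrate, following a 15 min room-temperature preincubation of 10 nM enzyme with compounds.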
Tb PGK inh – blocks T. brucei phosphoglycerate kinase | PGK/GAPDH coupled, Kinase-Glo luminescence, 60 min | Potency, µM (series often up to 57.5 µM), inactives show at the top dose activity change, negative = inhibition, hits mostly inhibitors | 380,000 tested, 0.043% active | AID 602233; also: potency is read from the fitted curve at half-maximal effect; % is scaled to controls: 0 for no effect and ±100 for the full control effect; nearly all actives have a fitted effect of over 60% in size
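Recombinant glycosomal PGK reaction used 1,3-bisphosphoglycerate generated in-well by GAPDH (100nM final) in 100mM TEA pH 7.6, 5mM MgCl2, 0.01% Tween-20. After 60 minutes at room temperature, ATP was read by Kinase-Glo Plus luminescence end-point.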
BLM inh – inhibitors of human Bloom syndrome helicase BLM; recombinant BLM DNA unwinding, fluorescence dequenching; Potency, µM (titrated, usually from 56.1 µM), without a hit: top-dose activity change, negative = inhibition, most hits filed as inhibitors; 350,000 tested, 0.2% active; AID 2528;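 also: potency is read from the fitted curve at half-maximal effect; plate controls were vehicle for no effect and no enzyme for full effect; nearly all actives have a fitted effect of over 35% in size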
POLK inh – DNA polymerase kappa (human) inhibition; purified Pol kappa, fluorescent DNA synthesis assay, 10 min; Potency, µM (doses to about 107 µM), for inactives: at the highest dose activity, negative = inhibition, hits mostly inhibitors; Q9UBT6; 400,000 tested, 0.53% active; also: potency is read from the fitted curve at half-maximal effect; % is scaled to controls: 0 for no effect and ±100 for the full control effect
Target sequence (Q9UBT6 whole entry, looked up): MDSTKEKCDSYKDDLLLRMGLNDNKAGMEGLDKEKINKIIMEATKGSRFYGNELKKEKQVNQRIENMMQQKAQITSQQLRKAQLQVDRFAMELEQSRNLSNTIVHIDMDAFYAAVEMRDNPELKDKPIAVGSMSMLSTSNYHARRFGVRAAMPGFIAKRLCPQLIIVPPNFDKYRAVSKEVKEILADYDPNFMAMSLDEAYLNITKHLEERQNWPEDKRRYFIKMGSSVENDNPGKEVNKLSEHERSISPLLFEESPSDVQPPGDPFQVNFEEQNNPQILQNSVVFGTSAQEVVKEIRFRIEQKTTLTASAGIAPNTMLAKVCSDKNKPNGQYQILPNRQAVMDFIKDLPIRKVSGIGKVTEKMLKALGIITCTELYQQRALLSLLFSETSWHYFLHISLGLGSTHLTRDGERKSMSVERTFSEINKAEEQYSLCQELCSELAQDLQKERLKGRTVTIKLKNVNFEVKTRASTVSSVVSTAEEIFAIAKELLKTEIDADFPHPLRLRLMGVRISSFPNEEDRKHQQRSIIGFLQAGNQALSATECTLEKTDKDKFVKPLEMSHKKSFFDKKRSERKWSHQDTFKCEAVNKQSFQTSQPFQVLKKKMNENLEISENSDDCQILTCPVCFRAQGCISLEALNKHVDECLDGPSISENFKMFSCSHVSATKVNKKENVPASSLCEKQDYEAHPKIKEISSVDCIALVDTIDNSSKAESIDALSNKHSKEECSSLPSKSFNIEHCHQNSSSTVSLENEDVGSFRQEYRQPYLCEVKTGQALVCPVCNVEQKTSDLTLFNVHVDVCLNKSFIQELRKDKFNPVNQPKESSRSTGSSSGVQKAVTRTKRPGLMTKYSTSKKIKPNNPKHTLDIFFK
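Inhibition of 10 nM Pol kappa is measured by a fluorescent read-out at 0 and 10 min following addition of 50 nM substrate (final), with a 15-min room-temperature compound preincubation.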
POLI inh – DNA polymerase iota (human) inhibition | Potency, µM (titrated, usually from 115 µM), for the others: top-dose activity, negative = inhibition, actives largely listed as inhibitors | Q9UNA4 | Pol iota fluorescent replication assay, 10 min | 390,000 tested, 1% active; also: potency is read from the fitted curve at half-maximal effect
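Pol iota at 10 nM preincubated 15 min with compounds at room temperature; reaction started with fluorescent substrate, 50 nM final. Fluorescence read kinetically at 0 and 10 min; buffer-only wells as negative control.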
Pol eta inh – inhibitors of human DNA polymerase eta; Q9Y253; recombinant Pol eta, fluorescent DNA replication assay; Potency, µM (doses to about 114 µM), for the others: at the top dose activity change, negative = inhibition, hits mostly inhibitors; 390,000 tested, 1.2% active; also: potency is read from the fitted curve at half-maximal effect; % is scaled to controls: 0 for no effect and ±100 for the full control effect
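Pol eta at 10 nM preincubated with compounds 15 min at room temperature; reaction started with fluorescent substrate (50 nM final) and read kinetically at 0 and 10 min.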
APE1 inh – APE1 (human) endonuclease inhibition; P27695; recombinant APE1, TAMRA/BHQ-2 abasic DNA cleavage fluorescence; Potency, µM (series often up to 65.8 µM), inactives show at the highest dose activity change, negative = inhibition, usual class: inhibitors; 350,000 tested, 0.35% active;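 also: potency is read from the fitted curve at half-maximal effect; plate controls were vehicle for no effect and reference inhibitor for full effect; nearly all actives have a fitted effect of over 55% in size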
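Compound pre-exposure to 0.75 nM APE1, 15 min at ambient temperature. Reaction initiated with 50 nM TAMRA/BHQ-2 THF substrate, read immediately in kinetic mode, 525 nm excitation, 598 nm emission.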
RXFP1 antag – antagonists of human relaxin receptor RXFP1. HEK293-RXFP1, relaxin-stimulated cAMP HTRF, 30 min; hits give low values. activity change, negative = inhibition, % at 57.5 µM. 350,000 tested, 0.59% active. AID 1259400;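 active = activity change of -60% or lower, but not beyond a set lower limit; inconclusive = change between -60% and -40%, or beyond the set limit; inactive = change above -40%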; also: % is scaled to controls: 0 for no effect and ±100 for the full control effect
Anesthetic bind – candidate novel general anesthetic via apoferritin binding. P02791. apoferritin/1-aminoanthracene competitive binding, fluorescence. Potency, µM (series often up to 77.5 µM), inactives show at the top dose activity change, negative = displacement, most hits filed as inhibitors. 350,000 tested, 0.074% active; also: potency is read from the fitted curve at half-maximal effect; % is scaled to controls: 0 for no effect and ±100 for the full control effect; nearly all actives have a fitted effect of over 20% in size
Target sequence (P02791 2-175 limits assumed): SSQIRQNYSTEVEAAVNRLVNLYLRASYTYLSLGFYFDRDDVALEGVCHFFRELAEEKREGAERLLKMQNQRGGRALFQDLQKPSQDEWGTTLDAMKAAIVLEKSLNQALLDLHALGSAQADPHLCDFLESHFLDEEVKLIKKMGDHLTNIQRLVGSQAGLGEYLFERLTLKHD
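Horse-spleen apoferritin (10 uM) was mixed with 50% saturated 1-aminoanthracene in PBS, exposed to compounds for 10 min at room temperature, and read for fluorescence (ex 380 nm, em 535 nm). Competitive displacement was fitted with a four-parameter Hill equation.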
Starred values were filed as active, the others as inactive; i = inactive; ? = inconclusive; · = no result given; & = joins results of further samples; [ ] = another dose, or the depositor's remark. Unless noted, calls follow the shape of the dose curve; as a rule, active = well fitted curve in the direction sought with a large enough effect; inconclusive = small, poorly fitted or top-dose-only effect, or another doubt; inactive = no such curve, though single readings can be large; an effect the other way counts as inactive or inconclusive. Not all compounds are listed. The share of hits here may be higher or lower than overall.

Sequence of screens: POLB inh, Tb PGK inh, BLM inh, POLK inh, POLI inh, Pol eta inh, APE1 inh, RXFP1 antag, Anesthetic bind
1: CC(Nc1oc(-c2ccc(COc3ccc(Cl)cc3)o2)nc1C#N)c1ccccc1 (stereo not given)
  -30%, i, -4%, -8%, 25%, -16%, ·, -16, 76%[activator]
2: Cc1ccc(/S(C)=N/S(=O)(=O)c2ccc(C)cc2)cc1 (stereo not given)
  16%, 3%, -1%, -18%, 13%, -13%, -3%, -8, -8%
3: O=C(NCc1ccco1)Nc1ccc2snnc2c1
  2%, -8%, -2%, -13%, 3%, 8%, 11%, 0, -18%
4: CSc1nc(C)c2c(n1)OC(CN1C(=O)c3ccccc3C1=O)C2 (stereo not given)
  26%, ·, -1%, ·, ·, ·, 0%, ·, -16%
5: COC(=O)C1=C(C)N(CCc2ccc(OC)cc2)C(=O)C1
  2%, -7%, 0%, -25%, 5%, -11%, -1%, 2, ?
6: NC(=O)CSc1nnc(-c2cccs2)n1Cc1ccco1
  5%, -5%, 0%, -8%, 21%, -10%, 2%, 2, -2%
7: CC(C)CCNC(=O)c1cnn2c(C(F)(F)F)cc(-c3ccco3)nc12
  ?, i, ?, -22%, -24%, -26%, -5%, -18, 2%
8: CC(/C=C/c1ccco1)=N\NC(=O)C(O)c1ccccc1 (stereo not given)
  -1%, i, -1%, 4%, 37%[activator], -8%, 1%, 5, -17%
9: COc1ccc2oc(C(=O)NCC(Cc3ccccc3)N(C)C)c(C)c2c1 (stereo not given)
  22%, -8%, 6%, -6%, 45%[activator], -6%, -16%, -10, 0%
10: O=C(NC(=S)N1CCN(Cc2ccc3c(c2)OCO3)CC1)c1cccc(Br)c1
  0%, -4%, -8%, -5%, 21%, -13%, -4%, -8, -19%

Grouped by structure: the compounds so far containing a halogen (three)
Sequence of screens: POLB inh, Tb PGK inh, BLM inh, POLK inh, POLI inh, Pol eta inh, APE1 inh, RXFP1 antag, Anesthetic bind
1: CC(Nc1oc(-c2ccc(COc3ccc(Cl)cc3)o2)nc1C#N)c1ccccc1 (stereo not given)
  -30%, i, -4%, -8%, 25%, -16%, ·, -16, 76%[activator]
7: CC(C)CCNC(=O)c1cnn2c(C(F)(F)F)cc(-c3ccco3)nc12
  ?, i, ?, -22%, -24%, -26%, -5%, -18, 2%
10: O=C(NC(=S)N1CCN(Cc2ccc3c(c2)OCO3)CC1)c1cccc(Br)c1
  0%, -4%, -8%, -5%, 21%, -13%, -4%, -8, -19%

Later entries:
Sequence of screens: POLB inh, Tb PGK inh, BLM inh, POLK inh, POLI inh, Pol eta inh, APE1 inh, RXFP1 antag, Anesthetic bind
11: N/C(=N\OC(=O)c1cc([N+](=O)[O-])ccc1Cl)c1cccnc1
  0%, -1%, -2%, 4%, 151%[activator], -3%, 3%, -13, -13%
12: CCOC(=O)c1ccccc1NS(=O)(=O)c1ccc(N2CCCCS2(=O)=O)cc1
  -12%, -1%, -3%, -2%[60.1 µM], ?, -23%, ·, 0, 77%[activator]
13: Nc1ncnc2c1ncn2[C@@H]1O[C@H](CNCc2ccccc2OC2OC(CO)C(O)C(O)C2O)[C@@H](O)[C@H]1O (stereo not given in full)
  ·, i, ·, 4%, 3%, -5%, 27%, ·, ·
14: CCN1CCN(C(=S)c2ccc(-c3ccccc3)cc2)CC1
  15%, 6%, 0%, -6%[60.1 µM], 31%[activator], 1%, -2%, -1, -6%
15: CC1CN(C(=O)c2cc(-c3ccc(Cl)s3)nc3ccccc23)CC(C)O1 (stereo not given)
  ·, 6%, ·, -8%, 20%, -15%, -6%, ?, ·
16: CC1CCC(NC(=O)C2CC(O)CN2S(=O)(=O)c2ccc([N+](=O)[O-])cc2)CC1 (stereo not given)
  ·, -6%, ·, -2%, 13%, 1%, 8%, 1, ·
17: CC(C)C(C)(C#N)NC(=O)CSc1nc(C2CCCCC2)n(-c2ccccc2)n1 (stereo not given)
  14%, -7%, -4%, -23%, -9%, -16%, -2%, -4, -12%
18: Cc1cc(O)ccc1NS(=O)(=O)c1ccc2c3c(cccc13)C(=O)N2
  16%, -3%, -5%, -7%, -16%, -6%, 19%, 2, -2%
19: O=C(/C=C/c1ccc(Br)cc1)NCc1cccs1
  -12%, -3%, -5%, -5%, -2%, -2%, -9%, -13, 3%
20: CN1CCN(C(=O)c2sc(=S)n(-c3ccccc3)c2N)CC1
  -1%, -4%, 0%, -6%, 7%, 2%, 5%, 2, 1%
21: O=C(O)c1ccccc1C=NNc1ccc([N+](=O)[O-])cn1
  ·, 8%, ·, -11%, 7%, -17%, ·, -4, ·
22: CCOC(=O)C1CCN(C(=S)Nc2ccccc2)CC1
  47%, -3%, 2%, -3%[60.1 µM], -8%, -3%, 13%, 3, -3%
23: COc1ccc(CS(=O)/C(Cl)=C(/Cl)C(=O)Nc2ccc(OC)nc2)cc1 (stereo not given)
  6%, 5%, -12%, -17%, ?, 6%, -1%, -25, -14%
24: CSc1nc2ccc(NC(=O)c3ccc(=O)n(C)n3)cc2s1
  0%, -2%, -3%, 0%, 97%[activator], -7%, 2%, -8, -10%
25: Cc1oc(C(C)(C)C)cc1C(N)=O
  -2%, 1%, -1%, -5%, -2%, 1%, -10%, -9, 5%
26: CC1(c2ccc(Cl)cc2)NC(=O)N(CC(=O)Nc2cccnc2Cl)C1=O (stereo not given)
  ·, -8%, ·, -27%, ?, ?, -11%, -4, ·
27: COc1ccc(-n2cc(CNCCCn3ccnc3)c(-c3ccccc3Cl)n2)cc1
  -1%, -8%, -7%, -21%, 12%, -8%, 1%, -3, -10%
28: C=CCNC(=O)CN1CCC(NC(=O)c2ccco2)CC1
  14%, -9%, -3%, -2%, 16%, -3%, 1%, -4, -5%
29: O=C1c2ccccc2C(=O)N1CCc1nc(-c2cccnc2)no1
  42%, ·, 1%, -5%, -3%, 7%, 4%, -13, -6%
30: CCc1nnc(NC(=O)c2ccc(OCc3c(C)noc3C)c(OC)c2)s1
  69%, -3%, -1%, 1%, 33%, -16%, 19%, 3, 1%
31: C[C@@H](NC(=O)Cn1ccc(NC(=O)OCc2ccccc2)nc1=O)c1cccc2ccccc12
  ·, 2%, ·, -14%, ?, -5%, -5%, ·, ·
32: Nc1ccc(Oc2c(Cl)cccc2Cl)nc1
  -4%, -5%, -3%, 2%, 20%, -18%, -2%, 0, -6%
33: Cc1cc(Br)ccc1OCCNCc1ccccc1
  12%, 4%, -12%, -5%, -2%, -3%, 0%, 2, -11%
34: COc1ccc(-n2ccnc(SCC(=O)NCc3ccccc3Cl)c2=O)cc1
  4%, -5%, 2%, -3%, ?, -8%, 1%, -20, -2%
35: Cc1cccc(NC(=O)N2CCC(CN3CCCCCC3)CC2)c1C
  4%, 2%, -2%, -8%, 2%, -14%, ·, 3, -9%
36: COc1ccc2c(c1)OC[C@H]1[C@H]2N2C(=O)c3ccc(F)cc3NC(=O)[C@@]2(C)[C@H]1c1ccccc1
  ·, i, ·, -3%, 15%, -15%, ·, ·, ·
37: S=C(Nc1ccccc1)N1CCc2ccccc21
  17%, -10%, 0%, -4%, 15%, -10%, -4%, 16, -8%
38: COc1ccc2[nH]c(=O)c(C(=O)O)cc2c1
  ?, 5%, -2%, 1%, 103%[activator], -22%, -3%, -13, 52%[activator]
39: CCOc1cc(S(=O)(=O)n2ccnc2)ccc1Cl
  25%, 1%, -8%, -2%, -12%, -12%, 7%, 17, -2%
40: Cc1c(C(=O)Cc2ccccc2)n(C)c2ccccc12
  25%, i, -5%, -4%, 166%[activator], -8%, 15%, -9, -20%
41: CC(=O)c1ccc(N(C)C)cc1
  2%, -5%, 2%, -1%, 13%, -15%, 2%, -12, -12%
42: CCOc1ccc(CCNC(=O)C2CCN(C(=O)N(C)C)CC2)cc1OCC
  3%, i, -1%, -6%[60.1 µM], 2%, 5%, 0%, -3, 1%
43: NC(=O)c1ccc(NC(=O)CSc2nnc(-c3cccnc3)n2Cc2ccco2)cc1
  ?, -6%, -5%, 8%, -17%, -8%, -21%, 15, -10%
44: COc1ccc(Cl)cc1NC(=O)C(=O)NC1CCCCCC1
  -14%, -1%, 2%, -10%, -1%, -22%, 5%, -13, 0%
45: CCOc1ccc(CCNS(=O)(=O)c2cc(Br)cc3c2N(C(C)=O)CC3)cc1OCC
  1%, i, -9%, -7%[60.1 µM], 14%, -19%, ·, -11, 5%
46: COc1c(Cl)cc(Br)c(OC)c1C(=O)NC(=O)Nc1nc(C)cc(C)n1
  ?, i, -1%, 3%, 61%[activator], -14%, -1%, -7, -4%
47: COCCCn1c(=O)c2sccc2n2c(CCCC(=O)NCc3ccc(F)cc3)nnc12
  0%&20%, -8%&-8%, 0%&9%, -16%&7%, 77%&22%[activator], -19%&-14%, 0%, 30&-9, -4%&2%
48: O=C(COC(=O)c1ccc2ncsc2c1)Nc1ccc(Cl)cc1
  ·, -6%, ·, -1%, -16%, 5%, 0%, 3, ·
49: Cc1ccc(/C=N/NC(=O)c2ccc3nc[nH]c3c2)o1
  -3%, -6%, -8%, -8%, 8%, -17%, 4%, -10, 24%
50: Cc1ccc2c(c1)C(c1ccccc1)N(C(=O)c1ccc(Br)o1)CC(=O)N2 (stereo not given)
  -2%, i, 7%, -20%, 11%, -24%, -9%, 15, ?
51: Cc1ccc(C2(C)NC(=O)N(CC(=O)Nc3ccccc3C(=O)N3CCCCC3)C2=O)cc1 (stereo not given)
  ·, -4%, ·, -4%, 17%, -8%, 7%, -9, ·
52: COc1cc(NC(=O)C/C(C)=N/NC(=O)C2CCCCC2)c(OC)cc1Cl
  1%, -8%, -1%, -9%, -4%, -15%, 19%, -3, -11%
53: CCC(C)N1CCNCC1 (stereo not given)
  35%, 2%, 0%, 1%, 9%, -1%, 3%, 8, 0%
54: CC(C)Cc1nnc(NC(=O)C2CCN(C(=O)c3ccc(F)cc3)CC2)s1
  ·, 5%, ·, 0%, 6%, -15%, 1%, -7, ·
55: Cc1ccc(S(=O)(=O)NCC(c2ccc3c(c2)OCO3)N2CCN(c3ccccc3)CC2)cc1 (stereo not given)
  ·, 0%, ·, -10%, 49%[activator], -28%, 2%, -11, ·
